Source: PubChem (National Center for Advancing Translational Sciences (NCATS))
FEN1 inh: human FEN1 inhibition. P39748. Recombinant FEN1 flap cleavage, fluorescence, 15 min. Potency, µM (highest dose often 114 µM), without a hit: at the top dose activity change, negative = inhibition, most hits filed as inhibitors. 0.35% of 390,000 active. AID 588795; also: nearly all actives have a fitted effect of over 65% in size
Target sequence (P39748 whole entry, looked up): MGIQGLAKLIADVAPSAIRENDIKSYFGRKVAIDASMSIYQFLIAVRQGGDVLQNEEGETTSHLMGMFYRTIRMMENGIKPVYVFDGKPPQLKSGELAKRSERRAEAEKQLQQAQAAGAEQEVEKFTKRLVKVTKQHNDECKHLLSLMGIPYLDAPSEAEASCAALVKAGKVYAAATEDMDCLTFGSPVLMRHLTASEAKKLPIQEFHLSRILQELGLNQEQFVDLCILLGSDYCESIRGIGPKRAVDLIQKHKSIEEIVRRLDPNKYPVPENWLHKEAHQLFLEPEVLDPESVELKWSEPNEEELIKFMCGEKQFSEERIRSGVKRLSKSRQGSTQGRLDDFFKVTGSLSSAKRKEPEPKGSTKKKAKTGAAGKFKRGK
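Compounds are tested as a concentration series against 10 nM FEN1; after a 15 min room-temperature preincubation, 50 nM substrate starts cleavage, with plate reads at 0 and 15 min. Normalized responses are fitted by a Hill equation.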
TDP1 inh: TDP1 (human) enzyme inhibition. recombinant TDP1, AlphaScreen DNA substrate cleavage. Potency, µM (highest dose often 130 µM), without a hit: at the top dose activity change, negative = inhibition, usual class: inhibitors. 0.28% of 350,000 active; also: nearly all actives have a fitted effect of over 40% in size
Target sequence (Q9NUW8 whole entry, looked up): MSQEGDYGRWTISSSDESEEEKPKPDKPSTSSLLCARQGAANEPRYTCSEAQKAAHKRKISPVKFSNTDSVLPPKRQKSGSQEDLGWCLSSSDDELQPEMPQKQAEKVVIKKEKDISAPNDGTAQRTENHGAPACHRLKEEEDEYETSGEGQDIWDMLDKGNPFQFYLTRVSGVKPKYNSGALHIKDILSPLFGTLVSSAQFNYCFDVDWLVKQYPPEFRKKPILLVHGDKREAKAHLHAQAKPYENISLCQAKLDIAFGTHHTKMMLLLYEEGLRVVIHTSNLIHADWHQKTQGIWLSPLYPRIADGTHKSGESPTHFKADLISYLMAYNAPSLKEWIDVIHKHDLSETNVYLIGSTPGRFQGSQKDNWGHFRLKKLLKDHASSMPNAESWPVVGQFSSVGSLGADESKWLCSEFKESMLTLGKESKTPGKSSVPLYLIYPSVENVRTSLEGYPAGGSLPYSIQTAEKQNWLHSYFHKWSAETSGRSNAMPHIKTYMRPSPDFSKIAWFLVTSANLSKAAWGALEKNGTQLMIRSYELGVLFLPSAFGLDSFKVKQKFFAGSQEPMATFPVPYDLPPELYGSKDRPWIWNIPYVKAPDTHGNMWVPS
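Steps: enzyme plus compound, 15 min RT; add biotin/phosphotyrosine-FITC oligonucleotide (15 nM final), react 5 min; add donor/acceptor beads (10 ug/ml final), 10 min; read AlphaScreen. Tdp1 at 1 nM final.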
N370S GC mod: inhibitors or activators of N370S glucocerebrosidase for Gaucher disease | P04062 | N370S GC spleen homogenate, 4MU-glucoside fluorescence | Potency, µM (highest dose often 59.4 µM), without a hit: top-dose activity change, negative = inhibition, usual class: inhibitors | 0.092% of 330,000 active | AID 2101;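 also: 0% = full enzyme activity and -100% = no enzyme basal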
The depositor's hits bear a star; u = inconclusive; x = no result given; & = joins results of further samples; [ ] = another dose, or the depositor's remark. Calls follow the shape of the dose curve; as a rule, active = well fitted curve in the direction sought with a large enough effect; inconclusive = small, poorly fitted or top-dose-only effect, or another doubt; inactive = no such curve, though single readings can be large; an effect the other way counts as inactive or inconclusive. Unless noted, % is scaled to controls: 0 for no effect and ±100 for the full control effect; potency is read from the fitted curve at half-maximal effect.

SMILES	FEN1 inh	TDP1 inh	N370S GC mod
COCc1c(Br)c(C)nc(OCC(=O)O)c1C#N	4.1%	1.1%	0.2%
Cc1c(NC(=O)c2ccc3c(c2)OCO3)cccc1-c1nc2ccccc2s1	-4.1%	1.0%	0.0%
Cc1ccc(S(=O)(=O)N2CCOCC2)cc1NC(=O)COC(=O)c1ccc(OCc2c(C)noc2C)cc1	14.8%	-0.6%	1.2%
Cc1ccc(-c2n[nH]c(=O)c3ccccc23)cc1S(=O)(=O)NCC1CCCO1 (stereo not given)	-3.5%	x	-15.2%
Cc1ccc2[nH]c3c(c2c1)CN(C(=O)CN1c2ccc(F)cc2CCC1C)CC3 (stereo not given)	-19.8%	11.5%	-10.2%
Cc1nonc1NC(=O)CSc1nnc(-c2ccoc2C)n1CC(C)C	5.0%	-1.0%	5.8%
O=c1[nH]c2cc3c(cc2cc1CN(CCO)S(=O)(=O)c1ccccc1Cl)OCCO3	3.8%	3.9%	7.3%
Cc1c(Cl)cccc1NC(=O)Nc1nnc(N2CCCCCC2)s1	-1.4%	2.9%	x
O=C(c1ccccc1)N1CCCCCC1	3.3%	2.6%	-1.2%
Cc1ccccc1CSc1nncn1N	-1.1%	0.0%	1.0%
CC(=O)NC(=S)Nc1ccc(NC(=O)COc2ccc(Cl)cc2Cl)cc1	-17.5%	2.5%	-15.8%
O=C(CN(Cc1ccco1)C(=O)c1cccc(Cl)c1)Nc1c(Cl)cc(Cl)cc1Cl	-2.1%	-1.0%	7.2%
COc1cccc(N2CCN(C(=O)NC3CCCCC3)CC2)c1	-9.5%	6.8%	3.0%
COc1ccc(NC(=O)CN(C)C(=O)c2cn(-c3ccccc3)nc2-c2cccnc2)cc1	6.0%	x	-4.4%
O=C(O)COc1ccccc1/C=N/NC(=O)c1ccc(F)cc1	-10.7%	2.7%	-6.6%
COc1ccc(CC(=O)N2CCc3cc(OC)c(OC)cc3C2COc2cc(C)cc(C)c2)cc1OC (stereo not given)	-2.5%	13.0%	x
CC1CCN(CCNC(=O)CCS(=O)(=O)c2ccc(Br)cc2)CC1	2.1%	4.3%	-9.3%
CCNC(=O)CC1C(=O)N(c2ccc(F)cc2)C(=O)N1CCc1sccc1C (stereo not given)	2.8%	0.0%	-2.8%
CC(C)n1nc(C(=O)NCCCN2CCCC2=O)c2ccccc2c1=O	9.6%	2.6%	-5.3%
CS(=O)(=O)N(Cc1ccccc1Cl)c1ccc(C(=O)NCc2ccccn2)cc1	-2.4%	5.1%	15.8%

In another format: entries from further up.
Cc1nonc1NC(=O)CSc1nnc(-c2ccoc2C)n1CC(C)C
  FEN1 inh: 5.0%	TDP1 inh: -1.0%	N370S GC mod: 5.8%

O=c1[nH]c2cc3c(cc2cc1CN(CCO)S(=O)(=O)c1ccccc1Cl)OCCO3
  FEN1 inh: 3.8%	TDP1 inh: 3.9%	N370S GC mod: 7.3%

Cc1c(Cl)cccc1NC(=O)Nc1nnc(N2CCCCCC2)s1
  FEN1 inh: -1.4%	TDP1 inh: 2.9%	N370S GC mod: x

O=C(c1ccccc1)N1CCCCCC1
  FEN1 inh: 3.3%	TDP1 inh: 2.6%	N370S GC mod: -1.2%

The list goes on.
SMILES	FEN1 inh	TDP1 inh	N370S GC mod
NC(=O)CSc1nnc(NC(=O)c2cccc(S(=O)(=O)N3CCCCC3)c2)s1	-8.7%	2.7%	-5.3%
CCOC(=O)c1ccc(S(=O)(=O)NNc2ccc(C(F)(F)F)cn2)cc1	-20.0%	-1.2%	x
C[N+]1(C)CC[C@H](OC(=O)[C@@](O)(c2ccccc2)C2CCCC2)C1	-3.1%	x	-10.8%
COc1ccc(Cn2c(CCC(=O)Nc3cc(OC)c(OC)c(OC)c3)nc3cccnc32)cc1	-6.5%	6.4%	x
CCc1ccc(Cn2nnc3c(=O)[nH]c(C4CCCN(C(=O)c5cccc(Cl)c5)C4)nc32)cc1 (stereo not given)	-16.7%	5.1%	x
Cc1cc(C)nc(/N=C(\N)Nc2ccc(OCc3ccccc3)cc2)n1	u	2.6%	0.7%
Cn1nnnc1Sc1ncnc2scc(-c3ccc(C#N)cc3)c12	5.8%	3.9%	x
CCCNC(=O)C(Cc1ccc(OC)cc1)NC(=O)c1ccc(Cl)cc1 (stereo not given)	20.7%	1.4%	x
COc1ccc(N2CCOCC2)c(NC(=O)c2ccc3c(c2)OCO3)c1	9.9%	x	-0.8%
Cc1ccc(N2CC(C(=O)N3CCC(C(=O)NCCCOC(C)C)CC3)CC2=O)cc1 (stereo not given)	3.2%	-0.1%	1.5%
COc1nnc(-c2ccc(N3CCOCC3)c(NC(=O)C3CCCCC3)c2)c2ccccc12	-12.8%	2.9%	u
COc1ccc(-c2nc3c4ccccc4n(CC(=O)Nc4cc(F)ccc4F)c(=O)n3n2)cc1	19.5%	5.2%	x
O=C(Cc1ccc(S(=O)(=O)N2CCOCC2)s1)NCCC(c1ccccc1)c1ccccc1	-9.4%	-10.4%	18.4%
Cc1ccc(NC(=O)CSc2nc(=O)n(Cc3ccccn3)c3c2CCC3)cc1F	-19.6%	0.0%	x
CCOC(=O)C1(Cc2ccccc2Cl)CCN(C(=O)c2cnccn2)CC1	0.1%	x	-8.0%
CCc1nnc2n1N=C(c1ccc(Cl)cc1)CS2	-8.6%	x	-5.2%
Cc1cc2c(c(/C=C/C(=O)c3ccccc3)c1)OC1(C=C2)Oc2ccccc2C(=O)N1C (stereo not given)	16.9%	3.5%	22.4%
Cc1cccc2cc(/C=N/NC(=O)CN3CCCCC3)c(Cl)nc12	x	7.4%	-7.4%
Cc1ccc(-n2c(CCc3ccccc3)n[nH]c2=S)cc1C	-0.8%	x	-6.1%
Cc1ccc(NC(=O)CSCC(N)=O)cc1C	-2.2%	4.4%	-7.2%

Three structures out of the list, sorted by heavy-atom count, falling:
SMILES	FEN1 inh	TDP1 inh	N370S GC mod
COc1nnc(-c2ccc(N3CCOCC3)c(NC(=O)C3CCCCC3)c2)c2ccccc12	-12.8%	2.9%	u
CCOC(=O)c1ccc(S(=O)(=O)NNc2ccc(C(F)(F)F)cn2)cc1	-20.0%	-1.2%	x
CCc1nnc2n1N=C(c1ccc(Cl)cc1)CS2	-8.6%	x	-5.2%

Quoted at random: two compounds from above.
SMILES	FEN1 inh	TDP1 inh	N370S GC mod
O=C(Cc1ccc(S(=O)(=O)N2CCOCC2)s1)NCCC(c1ccccc1)c1ccccc1	-9.4%	-10.4%	18.4%
C[N+]1(C)CC[C@H](OC(=O)[C@@](O)(c2ccccc2)C2CCCC2)C1	-3.1%	x	-10.8%

The list goes on:
SMILES	FEN1 inh	TDP1 inh	N370S GC mod
O=C(CSc1nnc(-c2ccccn2)n1Cc1ccccc1)N1CCOCC1	-6.5%	0.0%	1.0%
CSc1nsc(SC)c1NC(=O)N1CCCC1	-8.1%	0.5%	4.3%
O=C(CN1C(=O)COc2ccc(S(=O)(=O)N3CCCCC3)cc21)NCc1ccc(Cl)cc1	8.9%&-20.3%	1.0%&2.6%	-15.1%
CC(=O)N1CCN(c2ccc(S(=O)(=O)N3CCCCC3)cn2)CC1	1.4%	5.0%	-0.4%
O=C(/C=C/c1ccc(S(=O)(=O)N2CCOCC2)cc1)NC(CO)C(O)c1ccc([N+](=O)[O-])cc1 (stereo not given)	8.6%	-10.6%	x
CN1CCN(CCCNC(=O)Cn2nc(-c3ccccc3)ccc2=O)CC1	-3.7%	2.2%	-0.6%
Cc1ccc(C(=O)N/C(=C/c2cn(-c3ccccc3)nc2-c2ccccc2)C(=O)O)cc1	10.7%	2.7%	18.4%
O=C(CCN1C(=O)c2ccccc2C1=O)N1CCN(Cc2ccccc2)CC1	0.4%	6.7%	-4.1%
CCCSC1=NC2(CCN(C(=O)NC3CCCCC3)CC2)N=C1c1ccccc1	-6.5%	-8.5%	x
CCOc1ccccc1N(C)C(=O)c1sc2nc3n(c(=O)c2c1C)CCCC3	16.2%	7.8%	x
O=c1[nH]c2ccc(S(=O)(=O)Nc3ccc(Cl)cc3)cc2[nH]1	19.4%	x	-22.9%
Cc1onc(-c2c(F)cccc2Cl)c1C(=O)Nc1nnc(C2CC2)s1	5.5%	9.8%	1.8%
CCOc1ccccc1NC(=O)c1nn(C)c2c1CSc1ccccc1-2	u	11.4%	x
O=C(COC(=O)c1ccc2ccccc2n1)Nc1ccccc1Br	-8.6%	-4.5%	x
Cc1ccc(CN2CCSc3ccc(C(=O)NCC(C)c4ccccc4)cc32)cc1 (stereo not given)	9.5%	9.0%	x
CCOc1ccc(S(=O)(=O)N2CCN(C(=O)c3cc4c(s3)CCCC4)CC2)cc1	-2.2%	2.3%	-5.2%
Cc1cc(-c2ccc(S(=O)(=O)Nc3ccccc3F)s2)on1	17.2%	0.0%	x
O=C(CSC1=N/C(=C/c2ccco2)C(=O)N1c1ccc(OC(F)F)cc1)NC1CCS(=O)(=O)C1 (stereo not given)	-9.8%	6.0%	-8.4%
CCC(Oc1ccccc1OC)C(=O)Nc1ccc2c(c1)n(C)c(=O)n2C (stereo not given)	-21.0%	x	-3.7%
CCC12CN3CC(C)(CN(C1)C3c1ccc(O)cc1O)C2=O (stereo not given)	-6.1%	2.3%	x
c1ccc(-c2csc(NC3=NCCCCC3)n2)cc1	-3.4%	5.4%	-13.4%
COc1ccc(-c2nc(CSc3nncn4c3cc3oc(C)cc34)c(C)o2)cc1	6.0%	5.1%	x
O=C(c1ccc(F)cc1)c1cnc(Nc2ccccc2)s1	0.6%	1.2%	-0.1%
COc1ccc(CC(=O)N2CC(=O)Nc3ccc(Br)cc3C2c2ccc(F)cc2)cc1 (stereo not given)	-16.5%	11.8%	x
Nc1c(C(=O)NC2CCCCC2)nsc1C(=O)OCC(=O)NC1CCCCC1	-0.4%	1.9%	5.1%
Cc1nnc(NC(=O)c2ccccc2NC(=O)c2ccccc2)s1	14.0%	-12.3%	-13.6%
CCC(=O)N1c2ccc(S(=O)(=O)N3CCN(c4ccccc4Cl)CC3)cc2CC1C (stereo not given)	-12.4%&-16.0%	3.3%&4.7%	20.1%
COc1ccccc1CNC(=O)CN1C(=O)c2cccc(N)c2C1=O	7.0%	6.6%	-0.6%
COc1cc(CN(C(=O)COc2ccc(Cl)c(C)c2)c2ccccn2)cc(OC)c1OC	-22.2%	0.5%	x
CCn1cc(C(=O)OCC(=O)Nc2ccc(C)c(Cl)c2)c(=O)c2ccc(C)nc21	0.6%	2.7%	x
CCc1c2c(nc3ccc(OC)cc13)COC2	x	8.1%	13.2%
COC(=O)CSc1nnc(-c2ccc(S(=O)(=O)NCc3cccs3)cc2)o1	12.1%	1.0%	-8.5%
CC(=O)N1c2ccc(S(=O)(=O)N3CCCCCC3)cc2CC1C(=O)NCc1ccccc1F (stereo not given)	19.4%	-1.2%	x
CCC(C)NS(=O)(=O)c1ccc(S(=O)(=O)Nc2cc3c(cc2C(C)=O)OCO3)cc1 (stereo not given)	-17.0%	-2.1%	u
Cc1cccn2c(=O)c3cc(C(=O)NC(C)c4ccccc4)c(=N)n(CCCn4ccnc4)c3nc12 (stereo not given)	u	-1.3%	11.9%
NS(=O)(=O)c1cccc(NC(=O)COC(=O)CCN2C(=O)c3ccccc3C2=O)c1	-3.5%	0.1%	x
COc1ccc(Cn2nnnc2C(c2ccccc2)N2CCN(C3CCCC3)CC2)cc1 (stereo not given)	-2.7%	-1.9%	u
O=C(Nc1ccc(S(=O)(=O)N2CCOCC2)cc1)c1ccc2ncsc2c1	-7.8%	5.0%	-26.6%
COc1ccc(C(C)=O)cc1COC(=O)c1ccc2c(c1)OCCO2	11.6%	-0.2%	x
C=CCN1C(=O)C(CC(=O)NCC)SC1=Nc1ccccc1CC (stereo not given)	0.5%	3.1%	-13.7%
Cc1c(O)ccc2c(CN3CCN(C/C=C/c4ccccc4)CC3)cc(=O)oc12	-2.9%	x	11.1%
Cc1cc(C)cc(NC(=O)Cn2nnc(C(=O)NCc3cccs3)c2N)c1	4.6%	0.9%	-1.2%
CC(C)(C)C(=O)NC1(C(F)(F)F)NC(=O)N(c2ccc(F)cc2)C1=O (stereo not given)	1.2%&-8.2%	1.2%&3.2%	-0.9%
COc1ccc(-c2csc(Nc3ccc(S(=O)(=O)Nc4cc(C)on4)cc3)n2)cc1C	1.0%	2.4%	4.1%
Cc1cc(C)cc(C(=O)OCC(=O)Nc2cccc(S(=O)(=O)NC3=NCCCCC3)c2)c1	-6.5%	-2.8%	4.2%
COC(=O)C1=C(C)N(c2ccc(OC)cc2)C(C)=C(C(=O)OC)C1c1ccc(OC)cc1	6.7%	x	28.2%
CNS(=O)(=O)c1cccc(C(=O)OCC(=O)Nc2cc(F)ccc2F)c1	17.5%	5.0%	-1.5%
CC(C)N1C(=O)CSC1c1ccc(Br)cc1 (stereo not given)	3.3%	3.5%	-17.5%
CC(C)(C)c1nc2cc(Cl)c([N+](=O)[O-])cc2o1	6.8%	0.0%	-4.2%
CCOC(=O)c1cnc2ccc(C)cc2c1N(C)Cc1ccccc1	-7.8%	x	4.5%
COc1cccc(-c2nnc(SC(C(=O)c3c[nH]c4ccccc34)c3ccccc3)n2C)c1 (stereo not given)	8.2%	4.5%	0.6%
O=C(Cn1cc([N+](=O)[O-])ccc1=O)NCC1COc2ccccc2O1 (stereo not given)	4.2%	-0.3%[56.1 µM]	x
